Bioassay records deposited in PubChem by The Scripps Research Institute Molecular Screening Center.
PLC-beta3 inh: human PLC-beta3 inhibitors, primary screen, biochemical, fluorescence; 370,000 tested, 0.18% active; inhibition, % at 12.2 µM; Purified PLC-beta3, fluorogenic substrate; in the data active means inhibition above about 11%;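 further: 0% = median of compound wells on plate and 100% = full blocker control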
ADAM17 inh: ADAM17 inhibitors, primary screen, biochemical, QFRET | Disintegrin and metalloproteinase domain-containing protein 17 (Homo sapiens), P78536 | recombinant ADAM17, EDANS/DABCYL FRET peptide cleavage | inhibition, % at 6.95 µM | 370,000 tested, 0.83% active | AID 720648, 2013;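 active means inhibition above the mean of compounds lying between control limits plus 3 SD, set per campaign, cut at about 8.5% in these data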;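 further: 0% = DMSO-only wells as the low control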
Target sequence (P78536 215-824 limits assumed): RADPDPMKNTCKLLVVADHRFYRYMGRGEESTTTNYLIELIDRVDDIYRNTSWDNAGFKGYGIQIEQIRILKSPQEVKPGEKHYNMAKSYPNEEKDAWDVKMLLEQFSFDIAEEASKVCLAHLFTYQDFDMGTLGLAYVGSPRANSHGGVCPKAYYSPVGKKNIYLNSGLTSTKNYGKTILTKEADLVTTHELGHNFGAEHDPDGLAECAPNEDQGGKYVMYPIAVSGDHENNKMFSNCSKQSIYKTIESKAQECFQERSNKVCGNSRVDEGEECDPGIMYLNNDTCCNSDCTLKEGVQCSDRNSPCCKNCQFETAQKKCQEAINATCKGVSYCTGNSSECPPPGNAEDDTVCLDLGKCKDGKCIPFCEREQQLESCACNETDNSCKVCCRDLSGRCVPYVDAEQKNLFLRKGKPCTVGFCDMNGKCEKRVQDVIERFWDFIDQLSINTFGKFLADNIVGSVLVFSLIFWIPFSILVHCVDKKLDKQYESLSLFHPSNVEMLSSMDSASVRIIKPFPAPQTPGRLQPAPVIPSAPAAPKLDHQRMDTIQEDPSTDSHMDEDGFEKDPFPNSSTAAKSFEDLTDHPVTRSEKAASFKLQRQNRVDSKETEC
MBD2 DNA inh: inhibitors of MBD2 binding to methylated DNA, primary screen, biochemical, TR-FRET, DNA-binding domain, human | AID 686964, 2013 | 370,000 tested, 0.31% active | Methyl-CpG-binding domain protein 2 (Homo sapiens), Q9UBB5 | MBD2 binding to methylated oligonucleotide | inhibition, % at 4.4 µM; in the data active means inhibition above about 13%
PLC-gamma1 inh: PLC-gamma1 enzyme inhibitors, primary screen, biochemical, fluorescence, purified enzyme; AID 720700, 2013; inhibition, % at 12.2 µM; fluorogenic substrate; 370,000 tested, 0.84% active; in the data active means inhibition above about 9.5%
UHRF1 binding: UHRF1 methylated DNA binding inhibitors, primary screen, counter-screen for MBD2 inhibitor project, biochemical, TR-FRET, human UHRF1, single concentration; E3 ubiquitin-protein ligase UHRF1 (Homo sapiens), Q96T88; UHRF1 binding to methylated oligo; inhibition, % at 4.4 µM; 370,000 tested, 0.75% active; AID 687016, 2013; in the data active means inhibition above about 21%;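 further: UHRF1 SRA domain binding a hemimethylated CpG hairpin DNA probe; 0% = median of test compound wells and 100% = reference inhibitor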
Tn6 DDE FP: inhibitors of Tn6 peptide binding to fibrin DD(E), primary screen, biochemical, fluorescence polarization, human fibrin, Tn6 probe; Fibrinogen beta chain (Homo sapiens), P02675; Fibrin DD(E) TRITC-Tn6 fluorescence polarization displacement; inhibition, % at 8.3 µM; 370,000 tested, 0.21% active; AID 720509, 2013;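 active means inhibition above a per-campaign cutoff: mean of compounds within control limits plus 3 SD, cut at about 15% in these data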;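 further: 0% = median of all compound wells on the plate and 100% = blocking peptide control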
KLK7 zymogen act: proKLK7 zymogen activators, primary screen, biochemical, fluorescence intensity; activation, % at 7 µM; AID 652039, 2013; 370,000 tested, 0.9% active; purified proKLK7, EDANS-DABCYL substrate fluorescence; 100% is mature enzyme control, 0% vehicle;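 active means activation above the mean of all tested compounds plus 3 SD, computed per campaign excluding outliers beyond control limits, cut at about 13% in these data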
ARFGAP1 inh: inhibitors of rat ARFGAP1 GAP activity, primary screen, biochemical, fluorescence polarization, GDP tracer. Arfgap1-stimulated ARF1 GTP hydrolysis, GDP FP detection. inhibition, % at 16.5 µM. 360,000 tested, 0.26% active. AID 651572, 2012;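 active means inhibition above a per-plate limit, mean inhibition of low control wells plus 3 SD, cut at about 25% in these data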;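 further: 0% = DMSO wells with enzyme and 100% = wells lacking Arfgap1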
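System: truncated rat Arfgap1 GAP domain / Medium: HEPES-based buffer, pH 7.5 / Also added: N-terminally truncated human ARF1-GTP substrate / Incubation: enzyme reaction 120 min at 25 °C after 20 min preincubation / Measured by: FP of antibody-bound GDP Alexa 633 tracer, ex 620/em 688 nm / Replicates: singlicate, each compound tested once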
DDE Tn7 FP inh: inhibitors of Tn7 peptide binding to fibrin DD(E), primary screen, biochemical, fluorescence polarization, human fibrin, Tn7 probe | FP displacement of FITC-Tn7 peptide from fibrin DD(E); 0% = median of compound wells per plate | Fibrinogen beta chain (Homo sapiens), P02675 | AID 720508, 2013 | inhibition, % at 8.3 µM | 370,000 tested, 0.13% active;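 active means inhibition above the mean of compounds falling within the control limits plus 3 SD of them, cut at about 14% in these data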;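 further: 0% = plate median of compound wells and 100% = 10 µM Aha-Tn7 peptide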
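Assay system: human fibrin DD(E). Input: DD(E) 2 µM final. Medium: Tris buffer with calcium and detergent, pH 7.8. Compound dosing: single point at 8.3 µM. Timing: 10 min plus 3 h, room temperature. Technique: fluorescence polarization of the labelled Tn7 tracer. Read-out: percent inhibition. Replicates: singlicate testing.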
ASAP1 inh: inhibitors of human ASAP1 ArfGAP activity, primary screen, biochemical, fluorescence polarization; Arf-GAP with SH3 domain, ANK repeat and PH domain-containing protein 1 (Homo sapiens), …; 360,000 tested, 0.19% active; ASAP1-stimulated ARF1 GTP hydrolysis, GDP FP detection; inhibition, % at 16.5 µM; in the data active means inhibition above about 25%;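 further: 0% = vehicle with enzyme and substrate and 100% = no enzyme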
Target sequence (Q9ULH1 325-724 limits assumed): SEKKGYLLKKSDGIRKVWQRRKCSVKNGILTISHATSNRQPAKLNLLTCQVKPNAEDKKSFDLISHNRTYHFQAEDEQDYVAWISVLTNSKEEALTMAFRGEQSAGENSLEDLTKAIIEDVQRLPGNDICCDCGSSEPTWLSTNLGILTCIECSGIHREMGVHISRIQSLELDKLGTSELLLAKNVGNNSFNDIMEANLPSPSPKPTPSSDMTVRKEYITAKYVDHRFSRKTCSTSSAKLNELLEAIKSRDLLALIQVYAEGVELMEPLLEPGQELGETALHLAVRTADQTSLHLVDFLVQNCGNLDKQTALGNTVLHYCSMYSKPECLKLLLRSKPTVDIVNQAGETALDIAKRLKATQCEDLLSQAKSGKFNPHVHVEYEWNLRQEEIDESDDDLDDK
Starred values were filed as active, the others as inactive; x = no result given.

SMILES	PLC-beta3 inh	ADAM17 inh	MBD2 DNA inh	PLC-gamma1 inh	UHRF1 binding	Tn6 DDE FP	KLK7 zymogen act	ARFGAP1 inh	DDE Tn7 FP inh	ASAP1 inh
Cc1c(Cl)cccc1N(Cc1ccc(C(=O)O)cc1)S(=O)(=O)c1ccccc1	-2.4	-0.6	1.0	-2.5	6.0	-1.6	-0.7	-0.7	-14.6	-2.2
Cc1cc(C)n(CC2CC(=O)N(c3ccc(Cl)c(Cl)c3)C2=O)n1 (configuration not stated)	2.6	-3.8	-6.1	0.6	-0.4	2.8	0.1	4.1	3.2	5.0
CC(CCC(C)OC(=O)c1ccccc1C(=O)O)OC(=O)c1ccccc1C(=O)O (configuration not stated)	-0.6	-2.3	2.6	2.7	-1.8	-3.6	0.2	3.7	-3.2	2.0
CC(=Nc1ccccc1)c1sc2ccccc2c1O	-36.1	-2.6	-3.5	-43.6	-2.8	-1.6	0.0	7.5	-1.9	-5.5
Cc1ccc(Sc2ccc(NC(=O)c3ccc(S(C)(=O)=O)cc3Cl)cc2)cc1	-2.1	-2.4	0.5	1.9	4.8	2.2	-1.0	6.2	7.6	1.9
Cc1cc(O)c(/C=N/Nc2ccc(Cl)cc2)c(=O)o1	-9.4	-3.6	-0.1	-7.2	-2.3	-0.7	0.5	-5.8	-2.1	-6.8
NS(=O)(=O)c1ccc(CCNC(=O)CCS(=O)(=O)c2ccc(Br)cc2)cc1	0.5	0.0	17.3*	-2.0	29.3*	8.0	-0.4	-13.3	4.7	2.0
CCCCOc1ccc(NC(=O)CSc2nnnn2C)cc1	1.1	-4.9	-1.1	-0.1	-2.0	7.9	-0.6	-1.7	4.5	-5.1
COc1cccc(C2C(=O)c3ccccc3C2=O)c1	-7.0	-2.3	-1.0	-0.7	-0.7	10.7	0.2	-8.1	2.9	-11.5
CC(=O)c1c(O)cc2c3c1OC(C)(C)C1CCC(C)(CC31)O2 (configuration not stated)	-0.8	1.2	2.7	-0.6	1.6	0.9	-0.2	-0.3	-3.5	-15.6
O=c1[nH][nH]cc1C=NCc1cccnc1	0.8	-5.0	-7.3	0.1	0.9	3.0	-0.2	-5.7	-0.4	-18.1
CC(C)(C)c1ccc(S(=O)(=O)N2CCC(C(=O)NCCC3=CCCCC3)CC2)cc1	2.3	2.9	0.7	0.9	0.5	-2.3	0.7	x	7.2	x
COc1cccc(-c2nnc(-c3ccc(C(F)(F)F)cc3)o2)c1OC	-3.8	-1.1	0.2	-1.9	-4.3	-0.8	-0.3	-15.1	-2.7	-12.2
CC1CCCC(C)N1S(=O)(=O)c1ccc(NC(=O)CNC2CCCC2)cc1 (configuration not stated)	-1.5	-3.1	-3.8	0.0	-2.7	-5.1	-0.4	-10.7	0.1	11.4
N=c1n(CCN2CCOCC2)c2ccccc2n1Cc1ccccc1Br	4.2	1.1	2.1	1.3	-0.3	-5.8	0.6	10.8	-4.5	1.2
CCOC(=O)C1(C)CCCCCN1C(=O)c1ccc(OC)cc1 (configuration not stated)	2.2	1.0	-3.4	1.1	-0.6	1.1	0.3	-5.1	-5.9	1.9
Cc1ccccc1N/N=C/c1ccc(N2CCOCC2)cc1	-18.0	0.2	4.6	-8.1	-6.6	3.1	-0.2	-3.3	3.9	6.5
CC(C)c1nnc(NC(=O)C2CCCN2C(=O)Nc2ccc(F)cc2)s1 (configuration not stated)	-4.6	-0.3	-4.6	2.1	-1.7	-2.1	0.0	-1.5	-3.4	2.9
CCCOc1ccc(C(=O)NC2CCSc3ccccc32)cc1 (configuration not stated)	-1.3	0.1	-4.1	0.9	-0.6	-6.2	0.1	8.1	-13.2	-2.2
CC(C(=O)N1CCN(c2ccccc2F)CC1)c1ccc([N+](=O)[O-])cc1 (configuration not stated)	-2.8	-2.5	4.6	-0.8	0.3	5.0	0.2	-13.0	-8.2	12.6

Next section, overlapping the part above by 4 compounds.
SMILES	PLC-beta3 inh	ADAM17 inh	MBD2 DNA inh	PLC-gamma1 inh	UHRF1 binding	Tn6 DDE FP	KLK7 zymogen act	ARFGAP1 inh	DDE Tn7 FP inh	ASAP1 inh
Cc1ccccc1N/N=C/c1ccc(N2CCOCC2)cc1	-18.0	0.2	4.6	-8.1	-6.6	3.1	-0.2	-3.3	3.9	6.5
CC(C)c1nnc(NC(=O)C2CCCN2C(=O)Nc2ccc(F)cc2)s1 (configuration not stated)	-4.6	-0.3	-4.6	2.1	-1.7	-2.1	0.0	-1.5	-3.4	2.9
CCCOc1ccc(C(=O)NC2CCSc3ccccc32)cc1 (configuration not stated)	-1.3	0.1	-4.1	0.9	-0.6	-6.2	0.1	8.1	-13.2	-2.2
CC(C(=O)N1CCN(c2ccccc2F)CC1)c1ccc([N+](=O)[O-])cc1 (configuration not stated)	-2.8	-2.5	4.6	-0.8	0.3	5.0	0.2	-13.0	-8.2	12.6
Cc1ccc(/C=N/n2c(C)n[nH]c2=S)o1	5.1	-4.9	1.5	2.1	-4.1	-0.1	0.8	-4.6	4.2	4.1
COc1cc(C(=O)NCC2CCCN2S(=O)(=O)c2cccs2)cc(OC)c1OC (configuration not stated)	-6.4	0.6	0.0	-2.7	1.9	6.5	-0.2	-2.8	-13.2	13.0
Cc1cc(C)cc(NS(=O)(=O)c2cc(C(=O)NCc3ccccn3)ccc2Cl)c1	1.4	-0.7	7.5	-0.3	-1.6	-0.8	0.2	-0.6	-4.2	-9.3
CCOC(=O)c1[nH]c(C)c(C(=O)OCC(=O)NCc2ccc(OC)c(OC)c2)c1C	-5.6	-7.3	-0.1	-0.1	0.2	1.5	-0.4	9.4	8.4	13.5
COC(=O)Cn1c(=O)c(C(=O)CCl)c(N)n(Cc2ccccc2)c1=O	-4.8	-3.1	-2.5	0.4	-3.1	-5.3	-0.1	0.8	0.5	-21.1
Cc1cccc(NC(=O)CSc2nnc(C)n2Cc2ccccc2)c1	0.7	-1.9	0.8	6.4	1.7	-3.7	-0.7	5.5	7.8	5.4
COc1ccccc1N1CCN(C(=O)CCC(=O)O)CC1	0.2	2.5	-4.4	2.1	-1.4	-5.9	0.0	4.8	-4.5	10.6
O=C(CNC(=O)c1ccco1)NCC(=O)OCc1ccc(Cl)cc1Cl	-2.3	2.2	-2.0	-1.6	1.3	-4.9	0.3	-8.1	-7.5	-4.7
COc1ccc(/C=C\c2nc(O)c([N+](=O)[O-])c(=O)[nH]2)cc1O	-1.4	1.0	39.1*	4.5	-5.1	0.9	-0.3	12.4	-3.9	-0.4
COc1ccc(CNC(=O)C(C)N(C)Cc2cccc(F)c2)cc1 (configuration not stated)	-3.5	3.5	-2.4	7.0	0.2	6.5	0.7	1.7	-0.7	0.1
O=C(NCCc1ccncc1)C12CC3CC(CC(C3)C1)C2	-0.2	-2.5	-7.0	2.5	-1.7	-1.7	-0.3	-5.4	-6.0	-16.3
O=C(O)CCCCCN1C(=O)/C(=C\c2cn(-c3ccccc3)nc2-c2cccs2)SC1=S	-0.8	-2.5	-1.4	3.0	2.0	8.7	-0.8	-5.6	-1.2	-7.6
O=C(C1=C(O)C(=O)N(CCCN2CCOCC2)C1c1ccc(Cl)cc1)c1cc2ccccc2o1 (configuration not stated)	-19.4	-0.4	3.1	-11.1	0.5	-0.1	0.0	-3.0	6.4	-2.3
CC(C)C(=O)N1CCN(c2ccccc2NC(=O)c2cc([N+](=O)[O-])ccc2N2CCOCC2)CC1	-9.9	-5.0	11.2	8.3	3.2	-11.4	0.0	8.5	0.8	-3.2
CCC(CC)c1nnc(NC(=O)c2ccc3c(c2)OCO3)s1	-3.6	-2.7	-5.1	-1.6	-3.1	1.1	-0.8	1.1	7.7	-13.1
CCCCc1ccc(N=N/C(C(=O)Nc2ccc(NC(C)=O)cc2OC)=C(/C)O)cc1	-4.3	-2.3	0.2	1.2	0.4	0.1	-0.2	-0.9	1.1	-6.0
CN(c1ccc(C(=O)Nc2cccnc2)cc1)S(C)(=O)=O	4.4	3.7	-3.4	5.1	-1.1	-5.3	0.1	-6.4	-4.7	15.0
CCCCNC(=O)c1onc(CSc2cc(C)cc(C)c2)c1C(=O)NCCCC	0.4	-0.3	2.2	-2.4	-3.1	3.6	0.9	-6.1	0.7	0.7
Cc1nnc(SCC(=O)c2c(N)n(C)c(=O)n(C)c2=O)n1Cc1ccccc1	1.7	2.0	-4.0	6.7	3.6	0.6	-0.2	-2.0	-8.6	-6.2
COc1ccc2cc(C3CC(c4ccco4)=NN3S(C)(=O)=O)c(Cl)nc2c1 (configuration not stated)	-32.9	-12.4	-4.1	-13.0	-1.3	3.1	-0.1	4.0	-0.3	10.9

Carrying on.
SMILES	PLC-beta3 inh	ADAM17 inh	MBD2 DNA inh	PLC-gamma1 inh	UHRF1 binding	Tn6 DDE FP	KLK7 zymogen act	ARFGAP1 inh	DDE Tn7 FP inh	ASAP1 inh
CCNc1nc(NC(C)C)nc(N(n2cnnc2)S(=O)(=O)c2ccc(C)cc2)n1	2.7	-0.9	8.2	6.2	2.2	-0.4	-0.8	0.5	-1.5	-5.8
O=C(NCc1ccccc1Cl)c1ccc(S(=O)(=O)N2CCCC2)cc1	-2.0	-3.0	0.9	1.6	-1.8	0.2	0.1	-6.5	2.3	-2.3
CCC(=O)Nc1cccc(-n2nnnc2SCC(=O)NCc2ccco2)c1	0.4	-5.3	3.5	-1.3	0.6	-4.0	0.3	3.2	5.0	9.0
CCC(C)(C)NC(=O)C1CCN(S(=O)(=O)c2cccs2)CC1	0.1	-1.9	3.5	1.8	1.9	3.3	0.2	-6.5	3.7	-5.2
N#CC(CCc1ccccc1[N+](=O)[O-])(CCc1ccccc1[N+](=O)[O-])C(N)=O	2.6	2.4	-2.3	2.5	1.7	3.9	0.0	2.6	-1.8	-2.0
CCCN1CCN(C(=O)Cn2ncc3c([nH]c4ccc(C)cc43)c2=O)CC1	-7.9	-20.2	2.8	0.1	-2.6	0.7	0.5	15.4	-5.4	-7.1
C/C(=N\NC(=O)c1ccccc1)c1c(C)[nH]n(-c2ccccc2)c1=O	-11.3	-7.6	-2.4	-7.8	-5.0	-7.6	-1.0	0.4	6.0	-5.8
O=C(CN1C(=O)NC2(CCCC2)C1=O)Nc1ccccc1F	-2.2	-2.9	-4.5	0.6	1.7	2.7	0.0	11.9	0.1	9.9
